Compound activity deposited in PubChem by several laboratories.
FID counter = displaces DNA intercalator in HCV helicase counter-screen; DNA fluorescent intercalator displacement, fluorescence; AID 1845; 290,000 compounds, 0.17% hits; inhibition, % at 7.9 µM; in the data active = inhibition above about 37%;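 note: 0% = vehicle and 100% = reference compound; higher means more ethidium bromide displaced from hairpin DNA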
MEKK3 PB1 HTS = MEKK3-MEK5 PB1 interaction, increase or decrease; 290,000 compounds, 1.4% hits; bead-based flow cytometry, Alexa488-MEK5 binding to MEKK3; actives lie on both sides; 0 = blocked by unlabeled MEK5, 100 = vehicle; binding response (% of control), % at 10 µM;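 active = binding response more than 3 SD above or below the average of its plate-row segment, actives on both sides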;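 note: Alexa488 bead fluorescence after subtracting the streptavidin-only scavenger bead signal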
MEKK2mut PB1 HTS = signal of MEK5 binding to mutant human MEKK2 PB1 domain; 290,000 compounds, 0.35% hits; percent response, % at 10 µM; bead flow cytometry, Alexa488-MEK5 binding to MEKK2 mutant; AID 1530; in the data active = percent response above about 24%, passing the limit was not always enough; note: inactives centre near 1; some results filed as inactive read as strong as hits; reference of the scale not given here
MEKK2wt PB1 HTS = raises or lowers MEK5 binding to wildtype human MEKK2 PB1 domain | bead flow cytometry, Alexa488-MEK5 binding to MEKK2 WT; actives lie on both sides | AID 1531 | 290,000 compounds, 1.1% hits | Q9Y2U5 | binding response (% of control), % at 10 µM; in the data active = binding response below about 67% or above about 130%
OXTR ag = activates the human oxytocin receptor. P30559. CHO-OTR cells, Fluo-8 calcium fluorescence; normalized: DMSO 0%, oxytocin 100%. activation, % at 3 µM. 320,000 compounds, 0.32% hits. AID 2435;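 active = activation above the mean of all tested compounds plus 3 SD, cutoff set per screening run, cut at about 20% in these data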;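 note: peak over basal fluorescence ratio from a 100 s FLIPR kinetic read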
Target sequence (P30559 whole entry, looked up): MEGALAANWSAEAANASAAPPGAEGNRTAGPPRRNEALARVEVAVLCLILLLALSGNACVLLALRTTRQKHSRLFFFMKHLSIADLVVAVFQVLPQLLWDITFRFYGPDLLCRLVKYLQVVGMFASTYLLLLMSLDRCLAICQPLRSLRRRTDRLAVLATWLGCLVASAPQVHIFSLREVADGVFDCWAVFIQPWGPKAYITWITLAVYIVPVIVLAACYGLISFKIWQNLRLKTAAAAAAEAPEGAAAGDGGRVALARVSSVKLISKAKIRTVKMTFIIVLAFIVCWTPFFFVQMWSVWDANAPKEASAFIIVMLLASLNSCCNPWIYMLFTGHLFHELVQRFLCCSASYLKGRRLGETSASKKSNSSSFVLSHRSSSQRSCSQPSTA
PHOSPHO1 inh = inhibitors of human PHOSPHO1 phosphatase | 290,000 compounds, 1.1% hits | inhibition, % at 13.3 µM | Q8TCT1 | recombinant PHOSPHO1, absorbance phosphatase assay; in the data active = inhibition above about 60%
Target sequence (Q8TCT1 whole entry, looked up): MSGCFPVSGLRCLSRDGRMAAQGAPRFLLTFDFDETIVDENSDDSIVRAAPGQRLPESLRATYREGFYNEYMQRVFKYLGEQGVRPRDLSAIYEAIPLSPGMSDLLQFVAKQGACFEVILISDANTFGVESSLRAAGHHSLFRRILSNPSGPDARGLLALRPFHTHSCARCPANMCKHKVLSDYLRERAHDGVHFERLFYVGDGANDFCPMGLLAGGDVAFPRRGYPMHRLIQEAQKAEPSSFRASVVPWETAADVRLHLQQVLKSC
GPR7 antagonist = blocks human GPR7 receptor signaling; P48145; AID 1861; GPR7-expressing cells, fluorescence antagonist assay; inhibition, % at 4.4 µM; 290,000 compounds, 1.1% hits; in the data active = inhibition above about 16%, passing the limit was not always enough;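 note: cells stimulated with the agonist NPW; 0% = agonist with vehicle and 100% = vehicle without agonist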
Target sequence (P48145 whole entry, looked up): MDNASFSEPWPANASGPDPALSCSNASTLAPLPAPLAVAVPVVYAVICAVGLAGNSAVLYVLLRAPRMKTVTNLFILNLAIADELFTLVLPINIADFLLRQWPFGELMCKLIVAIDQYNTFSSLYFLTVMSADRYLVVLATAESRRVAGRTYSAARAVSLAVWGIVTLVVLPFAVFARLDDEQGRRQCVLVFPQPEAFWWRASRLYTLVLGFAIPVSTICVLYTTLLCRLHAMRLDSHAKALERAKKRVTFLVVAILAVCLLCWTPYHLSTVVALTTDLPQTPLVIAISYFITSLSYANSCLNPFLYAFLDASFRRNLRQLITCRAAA
M18AAP inhibitor = PfM18AAP enzyme inhibition; inhibition, % at 7.35 µM; 290,000 compounds, 1.2% hits; recombinant PfM18AAP, H-Glu-NHMec fluorogenic cleavage;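 active = inhibition above the campaign mean inhibition over all tested compounds plus 3 SD, cut at about 28% in these data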;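 note: 0% = plate median of test compound wells and 100% = 2 mM ZnCl2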
NALP1 inh = blocks the NALP1 inflammasome reconstituted in yeast. S. cerevisiae NALP1/ASC/caspase-1 growth, X-gal OD620, 72 h. inhibition, % at 10 µM. 280,000 compounds, 0.61% hits. AID 2071; in the data active = inhibition mostly above about 24%, no sharp cut-off; inactive = mostly below about 32%; note: some compounds called inactive have numbers as strong as hits
Numbers without * were called inactive; x = not tested or not shown.

SMILES	FID counter	MEKK3 PB1 HTS	MEKK2mut PB1 HTS	MEKK2wt PB1 HTS	OXTR ag	PHOSPHO1 inh	GPR7 antagonist	M18AAP inhibitor	NALP1 inh
CC(=O)c1cn(CC(=O)NCc2ccc3c(c2)OCO3)c2ccccc12	-3	110	0	107	12	-8	5	1	15
CN(C)c1ccc(C=NCCc2ccc(S(N)(=O)=O)cc2)cc1	-3	90	-10	98	0.5	-21	15	1	10
NC(=O)NC(=O)COC(=O)c1ccc2c(c1)C(=O)N(Cc1ccccc1)C2=O	-1	102	3	102	-0.4	-32	-7	10	-4
CC(/C=C/C=C/c1ccccc1)=N/NC(=O)CNc1ccc(C)cc1	-7	103	1	104	-0.1	6	0	6	6
CC(=O)NCC(=O)NC1CCCc2c1cnn2-c1ccc(C(C)(C)C)cc1 (stereo not given)	-28	104	5	108	0.6	24	-19	-8	11
COc1ccc(C2c3[nH]c4ccccc4c3C[C@H]3C(=O)N(C)CC(=O)N23)cc1OC (stereo not given in full)	-27	103	5	106	0.0	x	-14	4	1
COC(=O)c1ccc(Cl)c(NC(=O)NC2CCCCC2)c1	2	96	-2	95	-2.4	15	15	-7	-17
Fc1ccc(-c2ccc(NCCN3CCOCC3)nn2)cc1	-1	99	13	107	0.7	x	-15	-1	-11
O=C(NC1CCN(C(=O)Nc2ccccc2Cl)CC1)c1ccco1	-7	103	5	109	0.1	15	-7	-2	8
Cc1ccc2nsnc2c1NC(=S)NC(=O)c1ccco1	-2	84	-3	84	-1.5	-12	-5	11	-44
Cc1cc(NC(=O)CCC(=O)N(Cc2cccs2)C(C(=O)NC2CCCC2)c2ccncc2)no1 (stereo not given)	-19	105	8	104	-0.7	4	6	-2	-1
CCc1ccc(OCC(=O)N/N=C\c2ccco2)c([N+](=O)[O-])c1	-7	86	-6	90	-0.9	-5	-7	-7	26
Cc1cc(C)nc(SCc2cn3c(C)cccc3n2)n1	-8	99	0	100	-1.4	28	-14	2	-6
COc1ccc(S(=O)(=O)N(CC(=O)NCc2ccco2)c2ccccc2OC)cc1	-32	98	2	98	2.6	27	-18	7	9
Cc1c(C(=O)N2CCN(c3ccccc3)CC2)oc2c(F)cccc12	-30	96	3	99	-1.6	9	-1	-9	-11
c1ccc(Nc2nnc(SCc3cccc4ccccc34)s2)cc1	-11	101	-5	94	1.4	12	-16	-5	-3
O=C(O)c1cccc(NC(=O)C2CCCO2)c1 (stereo not given)	-6	97	7	104	1.0	6	-8	-13	24
Cc1ccc(-n2[nH]c(C)c(/C=N/Nc3ccc([N+](=O)[O-])cc3[N+](=O)[O-])c2=O)cc1	4	101	16	104	2.5	-1	4	24	15
O=C(O)CC(NC(=O)OCc1ccccc1)c1ccc(Br)cc1 (stereo not given)	-30	106	8	111	3.1	2	-2	0	9
CC(C)C(=O)NC(c1cccc([N+](=O)[O-])c1)c1ccc2cccnc2c1O (stereo not given)	-18	98	2	95	-2.7	34	-21	1	8
Cc1cc(SCNC(=O)c2ccccc2)nc(C(C)C)n1	0	92	-12	80	0.8	-3	-6	-3	3
Cc1cc(C)nc(N/N=C/c2cn[nH]c2-c2ccccc2)n1	-10	91	-13	91	-0.2	53	-3	7	8
Cc1cc(SCC(=O)N(C)CC(=O)Nc2ccc(F)cc2)nc2ccccc12	-9	108	1	101	3.0	-15	-6	5	27
Cc1nn(Cc2ccccc2)c(Cl)c1/C=C/C(=O)OC(C)C(=O)N1CCCC1 (stereo not given)	-41	103	-1	107	0.9	17	-11	-3	6
COc1ccc(Oc2cn[nH]c2-c2ccc(OCC(=O)NN)cc2O)cc1	-20	100	2	100	3.3	33	-8	5	-16
Cc1cc(C)n2ncc(-c3cccc(Br)c3)c2n1	-11	96	-3	96	-1.8	42	-12	1	5
O=C(N/N=C/c1cccs1)c1cccc(NC(=O)c2ccccc2Cl)c1	-9	90	-2	92	0.9	0	-10	-6	16
Cc1ccc(NC(=O)CCNS(=O)(=O)c2ccccc2)c(C(=O)c2ccccc2)c1	-27	138*	1	110	-1.8	11	-4	0	12
O=C(COC(=O)c1cc(Br)ccc1Cl)NC(=O)NCc1ccccc1	-4	98	-1	95	-0.6	11	2	1	14
O=C(CNC(=O)c1ccncc1)Nc1ccc(F)c(F)c1	-5	102	4	108	-0.1	38	-18	1	6
CCOC(=O)/C=C/c1ccc2c(c1)S(=O)(=O)N(c1cccc(OC)c1)[C@H]2CC(=O)OCC	x	107	1	102	-1.1	x	x	x	x
CCN=C1SC(CC(=O)NCC)C(=O)N1CC (stereo not given)	3	100	1	104	-0.2	-15	0	3	7
CCC(=O)c1cc(F)c(N2CCN(C(=O)c3ccco3)CC2)cc1C	-15	99	6	101	6.3	30	-6	-1	38
C[n+]1cccc(C(=O)NNC(=O)C23CC4CC(CC(C4)C2)C3)c1	17	105	-10	94	0.6	-19	-1	-5	-6
Cn1cccc1Cc1nnc(SCC(=O)N2CCCCCC2)n1-c1ccc(F)cc1	-36	99	-1	91	-1.1	3	-13	-13	-2
O=C1c2ccccc2C(=O)N1CN(C(=O)COc1ccccc1)c1ccccc1	-20	102	5	104	-0.6	11	4	-6	4
O=C(NC(=S)Nc1ccc(N2CCOCC2)cc1)c1cccc([N+](=O)[O-])c1	1	102	-2	98	-0.6	18	-1	-4	9
O=C(NCCc1ccccc1)c1ccc(Cl)c(S(=O)(=O)N2CCCC2)c1	-35	102	1	103	7.0	-11	-10	-2	-8
Clc1ccccc1OCCN1CCCCC1	5	99	-2	100	0.8	10	-1	-1	41
COc1cccc(CN2C(=O)NC3(CCCCCC3)C2=O)c1	-14	103	-4	97	-0.3	31	-6	-1	6
COc1ccc(C(=O)N2CCCC(C(=O)c3ccccc3OC)C2)cc1OC (stereo not given)	-54	97	-5	93	0.6	-1	-2	-11	18
Cc1cc(C(=O)N/N=C/c2cccnc2)n[nH]1	-1	101	4	99	-0.4	17	-3	-6	1
Cc1occc1C(=O)NC1CCCCCC1	-3	112	21	116	-0.9	20	11	2	7
Cc1ccc(S(=O)(=O)N2CCCC2)cc1C(=O)NCCN1CCOCC1	-4	101	7	102	0.0	35	-9	6	13
Cc1ccccc1Cn1c(C)nc2ccc([N+](=O)[O-])cc2c1=O	7	107	7	102	-0.4	35	3	-8	14
CC(C(=O)O)c1ccc2c(c1)[nH]c1ccc(Cl)cc12 (stereo not given)	-10	99	4	106	1.2	41	-16	4	19
O=[N+]([O-])c1ccc(N2CCN(S(=O)(=O)c3ccc(Cl)cc3)CC2)cc1NCC1CCCO1 (stereo not given)	0	102	4	100	-1.0	23	7	-10	21
Cc1ccc(S(=O)(=O)N2CCN(Cc3ccco3)CC2)c(C)c1	-27	94	0	101	-0.2	3	7	1	27
COc1ccc(-c2cc(-c3ccc(O)cc3)nc(N)c2C#N)cc1OC	-12	102	3	101	-0.3	-8	0	10	4
COc1ccc(NC(=O)CCNS(=O)(=O)c2cccc3nsnc23)c(OC)c1	-12	103	8	103	0.0	14	-4	-2	22
O=C(NCCCO)/C(=C\c1ccco1)NC(=O)c1ccc(Br)o1	-6	99	-1	99	-0.5	-15	-2	2	29
CCOC(=O)c1cc(-c2ccc(N3CCOCC3)cc2)nn1-c1ccccc1	-29	101	-1	102	-2.6	-2	-6	-4	32
O=C(NC1CCSC1=O)c1ccc(Oc2ccc(F)cc2)nc1 (stereo not given)	-4	107	5	107	3.8	-5	-12	9	10
C/C(Cc1ccccc1)=N\NC(=O)c1ccc(F)cc1	0	95	-2	96	-0.8	7	-4	-13	21
CCOC(=O)N1CCN(CC(O)c2ccccc2)CC1 (stereo not given)	8	96	-6	94	-0.3	58	1	-1	21
O=C(NC(Cc1ccccc1)C(=O)N1CCN(S(=O)(=O)c2ccccc2)CC1)c1ccccc1 (stereo not given)	-49	99	-2	97	1.0	35	22*	1	21
CCN(CC)C(=O)CSc1ncnc2c(-c3cccs3)nsc12	-4	93	2	98	-0.1	-3	-8	-6	3
N#Cc1ccc(C(=O)NC23CC4CC(CC(C4)C2)C3)cc1	-16	102	3	103	-1.1	36	-11	-2	17
COc1ccc(C(C(=O)NC2CCCC2)N(C(=O)c2snc(C(N)=O)c2N)C2CCCC2)cc1OC (stereo not given)	-46	101	-2	98	-0.1	26	-3	-9	6
CC(=O)N/C(=C\c1ccccc1)C(=O)OCC(=O)NC1CCCC1	-2	108	13	89	-1.6	1	5	-9	25

Quoted at random: four compounds from above.
SMILES	FID counter	MEKK3 PB1 HTS	MEKK2mut PB1 HTS	MEKK2wt PB1 HTS	OXTR ag	PHOSPHO1 inh	GPR7 antagonist	M18AAP inhibitor	NALP1 inh
Cc1ccc(S(=O)(=O)N2CCN(Cc3ccco3)CC2)c(C)c1	-27	94	0	101	-0.2	3	7	1	27
CCN(CC)C(=O)CSc1ncnc2c(-c3cccs3)nsc12	-4	93	2	98	-0.1	-3	-8	-6	3
CC(C(=O)O)c1ccc2c(c1)[nH]c1ccc(Cl)cc12 (stereo not given)	-10	99	4	106	1.2	41	-16	4	19
Cc1ccc(S(=O)(=O)N2CCCC2)cc1C(=O)NCCN1CCOCC1	-4	101	7	102	0.0	35	-9	6	13

Back to the main list, starting three compounds before the break.
SMILES	FID counter	MEKK3 PB1 HTS	MEKK2mut PB1 HTS	MEKK2wt PB1 HTS	OXTR ag	PHOSPHO1 inh	GPR7 antagonist	M18AAP inhibitor	NALP1 inh
N#Cc1ccc(C(=O)NC23CC4CC(CC(C4)C2)C3)cc1	-16	102	3	103	-1.1	36	-11	-2	17
COc1ccc(C(C(=O)NC2CCCC2)N(C(=O)c2snc(C(N)=O)c2N)C2CCCC2)cc1OC (stereo not given)	-46	101	-2	98	-0.1	26	-3	-9	6
CC(=O)N/C(=C\c1ccccc1)C(=O)OCC(=O)NC1CCCC1	-2	108	13	89	-1.6	1	5	-9	25
CN(C)/C=N/c1ncnc2c1cnn2-c1ccc(C(F)(F)F)cn1	28	90	-3	93	x	-38	14	-2	-88
Cc1ccc(SCCC(=O)Nc2ccccc2C(=O)NC(C)C)cc1	-18	101	11	100	-2.5	-1	4	-6	9
C#CCOc1ccc(/C=C2/C(=O)ON=C2C)cc1Br	0	105	3	104	1.5	34	-2	22	-22
COc1cc(C(=O)Nc2sc3c(c2C(=O)O)CCC3)cc(OC)c1OC	-8	101	-2	99	0.2	2	-4	-2	12
Cc1cc(N2C(=O)CCC2=O)ccc1NC(=O)c1cccs1	-1	105	4	107	0.9	9	0	-1	-7
Fc1ccc(-n2c(Cc3ccccc3)nnc2SCc2nc(-c3cccs3)no2)cc1	-33	102	-1	97	-0.3	14	-14	-15	-22
Cc1ncc(CSCC(=O)Nc2cc(C(F)(F)F)ccc2Cl)c(CO)c1O	-6	100	-7	105	0.7	53	-1	-14	33
O=C(c1ccco1)N1CCC(c2nc(-c3ccc(F)cc3)no2)CC1	2	99	9	101	1.8	-21	11	-1	-8
CCO[C@H]1OC(C(=O)NCc2ccccc2)=C[C@@H](C(C)(C)C)[C@@H]1CCCO	x	98	-1	100	-0.8	x	x	x	x
Cc1nc(SCc2ccc(Br)cc2)[nH]c(=O)c1C	-11	91	-5	98	-1.4	4	10	-5	35
O=C(NC1CCN(C(=S)NCc2ccco2)CC1)c1cccc(F)c1	-3	90	-3	94	-0.2	-64	-11	2	-6
O=C(OCc1nc2ccccc2s1)c1cccs1	-2	101	-3	99	-0.9	1	-9	-3	x
Cc1ccc(C)n1-c1cccc(S(=O)(=O)N2CCOCC2)c1	-5	91	-11	93	-0.2	11	-4	-7	-4
Cc1scc(C(=O)NNC(=S)NCC2CCCO2)c1C (stereo not given)	1	108	8	110	0.1	-130	0	16	2
COc1cc(NC(=O)CNC(=O)Cn2ccc3ccccc3c2=O)cc(OC)c1OC	-19	103	0	107	0.9	2	4	2	13
N/C(=N\NC(=O)c1ccccc1Cl)c1cc2ccccc2oc1=O	11	61	-3	75	-0.9	6	-3	-1	-3

Outcome played no part in choosing rows; 6.2% or so of the library scored in one or more.
